# RTF Ca sens inh = cardiac RTF calcium desensitization | P19429+P45379 | IANBD-labeled cardiac RTF, Ca2+ fluorescence | inhibition, % at 7.15 µM | actives 0.12% (n = 340,000);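 active means inhibition above the mean inhibition of all tested compounds plus 3 SD, cut at about 17% in these data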;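 further: assay run at fixed EC70 calcium of 1.6 mM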
# V-ATPase pH = yeast V-ATPase proton transport regulation by pHLuorin | S. cerevisiae, pHLuorin cytosolic pH fluorescence | response, % at 10 µM | actives 0.37% (n = 350,000); in the data active means response mostly above about 7.3%, no sharp cut-off; inactive means mostly below about 5.4%; further: actives read high; inactives centre near 0; some compounds called inactive have numbers as strong as hits; reference of the scale not given here
# OPRM1-OPRD1 inv = inverse agonist of human OPRM1-OPRD1 heterodimerization; actives 0.21% (n = 340,000); cell-based MOR-DOR heterodimer luminescence, inverse agonism; P35372+P41143; inhibition, % at 9.3 µM; in the data active means inhibition above about 22%, passing the limit was not always enough;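 further: 0% = cells with DMSO and 100% = wells without cells with DMSO; values of inactives mirror those of a sister screen read the other way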
# OPRM1-OPRD1 ag = OPRM1-OPRD1 heterodimerization agonism; actives 0.3% (n = 340,000); cells, luminescence; activation, % at 9.3 µM; P35372+P41143; in the data active means activation above about 18%;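 further: 0% = vehicle-treated cells and 100% = reference agonist; values of inactives mirror those of a sister screen read the other way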
# LANA DNA inh = inhibitors of KSHV LANA C-terminal domain DNA binding; AID 504423; MBP-C-LANA/FAM-LBS DNA binding, fluorescence polarization; actives 0.078% (n = 340,000); inhibition, % at 9 µM;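 active means highest replicate inhibition at or above 60% at 9 µM, even if other replicates fall short; inactive means all replicates below 60% inhibition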;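 further: 0% = neutral control wells and 100% = 4 µM acridine orange control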
# HTR5A ag = activates human HTR5A in OPRM1-OPRD1 agonist counter-screen; HTR5A agonist assay, luminescence, cell-based; activation, % at 9.3 µM; actives 0.61% (n = 340,000); in the data active means activation mostly above about 9.5%, no sharp cut-off; inactive means mostly below about 7.6%;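 further: 0% = cells with vehicle only and 100% = reference agonist; strong numbers were not always called active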
# Target sequence (P47898 whole entry, looked up): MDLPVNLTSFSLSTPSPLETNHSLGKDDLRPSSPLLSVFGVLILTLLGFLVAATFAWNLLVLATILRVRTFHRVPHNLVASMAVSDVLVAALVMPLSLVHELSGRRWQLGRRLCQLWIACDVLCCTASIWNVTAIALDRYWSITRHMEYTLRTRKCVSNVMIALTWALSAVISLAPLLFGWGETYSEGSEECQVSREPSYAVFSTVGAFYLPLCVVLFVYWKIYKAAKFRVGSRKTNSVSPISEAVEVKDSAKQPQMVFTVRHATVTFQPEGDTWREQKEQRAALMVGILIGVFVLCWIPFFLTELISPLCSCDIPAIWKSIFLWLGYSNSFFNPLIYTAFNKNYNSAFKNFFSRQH
# CAL-PDZ inh HTS = inhibitors of human CAL PDZ peptide binding; Q9HD26; purified CAL PDZ, TMR-peptide fluorescence polarization, 1 h; inhibition, % at 24.9 µM; actives 0.92% (n = 300,000); AID 602252;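 active means mean inhibition of at least 30% with at least half of replicates also reaching 30%; inconclusive means no clear call, values can overlap the other calls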;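 further: 0% = DMSO neutral control and 100% = excess unlabeled competitor peptide PRC23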
# Keap1 Nrf2 FP = disrupts human Keap1 binding to Nrf2 peptide; inhibition, % at 9.4 µM; actives 0.15% (n = 340,000); Q14145; AID 504523; Keap1 Kelch-Nrf2 peptide fluorescence polarization, 1536-well; in the data active means inhibition above about 12%; inconclusive means no clear call, values can overlap the other calls; inactive means below about 7.3%;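 further: human Keap1 Kelch domain with fluorescein labeled Nrf2 9mer peptide probe; 0% = neutral control wells and 100% = peptide positive control; higher means more block of Keap1 binding to Nrf2 peptide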
# HTR5A inv ag = inverse agonist of human HTR5A in OPRM1-OPRD1 counter-screen; P47898; AID 504634; inhibition, % at 9.3 µM; actives 0.083% (n = 340,000); HTR5A cell line, luminescence, inverse agonism; in the data active means inhibition mostly above about 23%, no sharp cut-off; inactive means mostly below about 18%;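 further: 0% = cells with DMSO and 100% = no-cell wells with DMSO; some compounds called inactive have numbers as strong as hits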
# cardiac RTF act = increases calcium sensitivity of human cardiac regulated thin filaments. IANBD-labeled TnC RTF fluorescence at EC20 calcium; 0% EC20 calcium, 100% full calcium. AID 493008. activation, % at 7.2 µM. P19429+P45379. actives 0.24% (n = 340,000);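 active means activation above the mean over all tested compounds plus 3 SD, cut at about 30% in these data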;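 further: rise in fluorescence read as greater calcium sensitivity of cardiac thin filaments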
# Active calls of the source: *; u = inconclusive; x = not tested or not shown.
1: CCCCCCn1c(CN2CCCCC2C)nc2c1c(=O)n(C)c(=O)n2C (configuration not stated)
2: CCOc1ccc(S(=O)(=O)Nc2cccc(Cl)c2)cc1
3: O=C(COc1ccccc1)Nc1nnc(-c2ccccc2)o1
4: Cc1cccc(NC(=S)N2CCN(S(=O)(=O)c3cccc(F)c3)CC2)c1
5: O=C(Cc1cc(=O)[nH]c(=O)[nH]1)NCc1ccc(Cl)cc1

assay / entry	1	2	3	4	5
HTR5A inv ag	-6	-13	-6	-46	15
cardiac RTF act	5	-11	-1	6	-2
V-ATPase pH	0	1	-5	-2	-2
HTR5A ag	10	10	2	2	-5
Keap1 Nrf2 FP	3	-1	3	2	2
OPRM1-OPRD1 inv	-19	-51	1	2	18
CAL-PDZ inh HTS	-2	-1	x	1	x
LANA DNA inh	1.5	0.3	1.9	-2.5	1.3
RTF Ca sens inh	4	-6	-5	3	1
OPRM1-OPRD1 ag	3.2	8.6	-0.2	-0.5	-3.4

6: COc1cccc(CNC(=O)CCSCc2ccccc2F)c1
7: O=C(NC1CCCC1)C(c1cccnc1)N(Cc1ccc(F)cc1)C(=O)c1csnn1 (configuration not stated)
8: CC(C)CC(CO)N1CCN(C(=O)c2ccccc2)CCC1=O (configuration not stated)
9: O=C(C(=O)c1ccc(O)cc1)c1ccccc1
10: Cc1onc(-c2ccccc2Cl)c1C(=O)Nc1ccccc1C(=O)NC(C)C

assay / entry	6	7	8	9	10
HTR5A inv ag	2	-11	-3	-5	-20
cardiac RTF act	-2	1	-3	0	2
V-ATPase pH	-8	0	1	0	-2
HTR5A ag	-1	-3	2	1	8
Keap1 Nrf2 FP	u	-2	-2	1	-4
OPRM1-OPRD1 inv	2	16	15	10	9
CAL-PDZ inh HTS	0	-7	0	0	-1
LANA DNA inh	-1.1	-0.4	-1.5	0.1	0.0
RTF Ca sens inh	12	-13	-3	-3	-12
OPRM1-OPRD1 ag	-0.4	-3.1	-2.7	-1.9	-1.6

11: CC(OC(=O)Cc1c[nH]c2ccccc12)C(=O)NC1CCCCC1C (configuration not stated)
12: CCOC(=O)C1=C(C)Nc2nc3ccccc3n2C1c1ccncc1 (configuration not stated)
13: Oc1ccccc1C=NC1CCCCC1N=Cc1ccccc1O (configuration not stated)
14: CC(=O)NNC(=O)CN1C(=O)/C(=C/c2ccccc2)SC1=S
15: COc1ccc(CNC(=O)COC(=O)CCOc2ccccc2)cc1

assay / entry	11	12	13	14	15
HTR5A inv ag	-2	-3	6	-16	-7
cardiac RTF act	0	-2	6	0	2
V-ATPase pH	3	-1	0	-2	1
HTR5A ag	1	1	-2	2	3
Keap1 Nrf2 FP	-3	-4	-6	-2	-1
OPRM1-OPRD1 inv	15	24	10	8	5
CAL-PDZ inh HTS	-3	-7	5	1	-3
LANA DNA inh	2.1	0.5	0.8	-0.3	1.0
RTF Ca sens inh	-3	1	-13	-2	-8
OPRM1-OPRD1 ag	-3.6	-5.4	-2.0	-1.6	-1.0

# An excerpt of these results, tab-delimited:
no.	mol	HTR5A inv ag	cardiac RTF act	V-ATPase pH	HTR5A ag	Keap1 Nrf2 FP	OPRM1-OPRD1 inv	CAL-PDZ inh HTS	LANA DNA inh	RTF Ca sens inh	OPRM1-OPRD1 ag
5	O=C(Cc1cc(=O)[nH]c(=O)[nH]1)NCc1ccc(Cl)cc1	15	-2	-2	-5	2	18	x	1.3	1	-3.4
6	COc1cccc(CNC(=O)CCSCc2ccccc2F)c1	2	-2	-8	-1	u	2	0	-1.1	12	-0.4
7	O=C(NC1CCCC1)C(c1cccnc1)N(Cc1ccc(F)cc1)C(=O)c1csnn1 (configuration not stated)	-11	1	0	-3	-2	16	-7	-0.4	-13	-3.1
8	CC(C)CC(CO)N1CCN(C(=O)c2ccccc2)CCC1=O (configuration not stated)	-3	-3	1	2	-2	15	0	-1.5	-3	-2.7
9	O=C(C(=O)c1ccc(O)cc1)c1ccccc1	-5	0	0	1	1	10	0	0.1	-3	-1.9
10	Cc1onc(-c2ccccc2Cl)c1C(=O)Nc1ccccc1C(=O)NC(C)C	-20	2	-2	8	-4	9	-1	0.0	-12	-1.6
11	CC(OC(=O)Cc1c[nH]c2ccccc12)C(=O)NC1CCCCC1C (configuration not stated)	-2	0	3	1	-3	15	-3	2.1	-3	-3.6
12	CCOC(=O)C1=C(C)Nc2nc3ccccc3n2C1c1ccncc1 (configuration not stated)	-3	-2	-1	1	-4	24	-7	0.5	1	-5.4
13	Oc1ccccc1C=NC1CCCCC1N=Cc1ccccc1O (configuration not stated)	6	6	0	-2	-6	10	5	0.8	-13	-2.0
14	CC(=O)NNC(=O)CN1C(=O)/C(=C/c2ccccc2)SC1=S	-16	0	-2	2	-2	8	1	-0.3	-2	-1.6

# (cont.)
16: O=C(NNC(=S)Nc1ccccc1)Nc1ccccc1
17: CN(c1ccccc1)S(=O)(=O)c1ccc(C(=O)OCC(=O)N2CCOCC2)cc1
18: O=C(Cn1c(=O)oc2ccccc21)Nc1ccc(F)cc1
19: CN(Cc1ccc(Cl)cc1Cl)C(=O)c1cccc(S(=O)(=O)N2CCN(c3ccccc3)CC2)c1
20: Cc1ccc(CNC(=O)c2ccc(NS(=O)(=O)c3c(C)noc3C)cc2)cc1
21: CCOC(=O)C1C(=O)C(C(C)=O)C(=O)CC1CC(C)SCC (configuration not stated)
22: COc1ccc(C2CC(c3ccc(OC)cc3)n3nc(NC(=O)c4cccs4)nc3N2)cc1 (configuration not stated)
23: COc1ccc(NC(=O)C2CCN(S(=O)(=O)c3cccnc3)CC2)cc1Cl

assay / entry	16	17	18	19	20	21	22	23
HTR5A inv ag	23*	-16	-17	-4	-3	-9	-18	-17
cardiac RTF act	3	-1	-5	3	-1	-2	3	-4
V-ATPase pH	-1	-3	1	1	-2	1	-1	-2
HTR5A ag	-8	2	6	1	-3	-3	1	6
Keap1 Nrf2 FP	3	-3	-4	5	-1	-2	-3	6
OPRM1-OPRD1 inv	35*	8	12	-2	11	-6	-134	6
CAL-PDZ inh HTS	-3	-1	-1	-4	-3	-1	x	x
LANA DNA inh	0.1	-2.3	-2.1	-6.6	0.3	-1.1	-0.1	1.1
RTF Ca sens inh	11	-15	-2	3	7	-1	-2	-3
OPRM1-OPRD1 ag	-6.0	-1.2	-2.3	0.2	-1.9	1.0	26*	-1.2

# High-throughput results (PubChem)
